Screens deposited in PubChem BioAssay by National Center for Advancing Translational Sciences (NCATS).
p53ts 32C kill = kills p53ts cells at the permissive temperature. H1299-p53A138V at 32C, ATP luminescence viability, 24 h. Potency, µM (titrated, usually from 46.1 µM), without a hit: top-dose activity change, negative = cytotoxicity, hits mostly cytotoxic. 0.93% of 130,000 active. AID 924;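 also: 0% = DMSO and -100% = full killing by reference compound; nearly all actives have a fitted effect of over 55% in size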
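ATP-content luminescence (ATPlite) read-out after 24 h compound exposure at 32C in H1299-p53A138V cells (600/well). Tested up to 46 uM. Normalized to DMSO (0%) and 100 uM tamoxifen (100% killing); Hill-fit AC50.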
p53ts 39C tox = kills p53ts cells at the nonpermissive temperature; H1299-p53A138V viability at 39C, ATP luminescence, 24 h; Potency, µM (highest dose often 46.1 µM), without a hit: at the highest dose activity change, negative = cell killing, hits mostly cytotoxic; 1.5% of 130,000 active; also: nearly all actives have a fitted effect of over 55% in size
Imprint erasure = inducers of genomic imprint erasure in mouse ES cells; AID 1948; Potency, µM (highest dose often 60.7 µM), for the others: at the top dose activity change, positive = activation, actives largely listed as activators; 0.02% of 110,000 active; mouse ES Peg3-LacZ reporter, beta-gal luminescence, 40 h;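 also: 0% = negative control wells on the plate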
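Each well holds 300 Peg3LacZ-Neo (maternal) female ES cells incubated 40 h at 37C, 5% CO2. LacZ is measured by BetaGlo luminescence, with AC50 and maximum efficacy derived from dose-response curves.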
IkB sig inh = IkB pathway inhibition in ABC-DLBCL cells | Potency, µM (doses to about 57.1 µM), for inactives: at the highest dose IkBa stabilization activation | 0.04% of 110,000 active | ABC-DLBCL IkBa-CBG/CBR dual luciferase ratio, 4 h; response scale: scaled: untreated 0%, proteasome inhibitor 100% | AID 445; active = well fitted curve in the direction sought with a large enough effect in the signal ratio, not every such curve was filed as active; inconclusive = small, poorly fitted or top-dose-only effect, or a change in a side signal; the % refers to the signal ratio;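 also: the direction sought is a rising ratio; 0% = basal untreated cells and 100% = reference inhibitor full response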
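In this assay, an IκBα–CBG68 fusion accumulates when IKK-driven degradation is blocked; native CBR normalizes for cell number. OCI-Ly3 cells were treated 4 h with compound and doxycycline, then green and red light read after Chroma-Glo addition.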
Active calls of the source: *; u = inconclusive; x = not tested or not shown; & = joins results of further samples; [ ] = dose if it differs, or a comment. Unless noted, calls follow the shape of the dose curve; as a rule, active = well fitted curve in the direction sought with a large enough effect; inconclusive = small, poorly fitted or top-dose-only effect, or another doubt; inactive = no such curve, though single readings can be large; an effect the other way counts as inactive or inconclusive. Unless noted, % is scaled to controls: 0 for no effect and ±100 for the full control effect; potency is read from the fitted curve at half-maximal effect.

SMILES	p53ts 32C kill	p53ts 39C tox	Imprint erasure	IkB sig inh
CC1CCCC(C)N1CCCNC(=O)Cn1cc2c(n1)CCCC2 (centres undefined)	-7%	10%	-18%	3.1%
CC(=O)NCCNc1nc(-c2c(C)noc2C)nc2ccccc12	12%	-7%	u	1.8%[11.4 µM]
COc1ccc2[nH]cc(C(=O)N3CCCCC3)c(=O)c2c1	-8%	-3%	5%	-0.5%
Cc1ccc(Nc2nnc(SCC(=O)Nc3cccc(S(=O)(=O)N4CCCCC4)c3)s2)cc1	-20%	11µM*	x	x
C[C@@]1(C(NC(=O)c2cccs2)c2ccc(-c3ccccc3)cc2)C[C@H]1C1CCCCC1 (some centres undefined)	0%	-4%	-20%	x
CSc1n[nH]c(NCc2ccccc2)n1	-7%	-25%	1%	-0.7%
Cc1nc2ccccn2c1C(=O)NCCCN1CCOCC1	-9%	10%	-1%	0.5%
COc1ccc(NC(=O)CN(C)S(=O)(=O)c2ccc3c(c2)OCCO3)c2ncccc12	-8%	-17%	-23%	-0.9%
CCOc1ccc2nc(SCC(=O)c3cccs3)sc2c1	-17%	-13%	-12%	u
Nc1cc(S(=O)(=O)C(F)(F)F)ccc1C(=O)O	6%	7%	-25%	-2.1%
Cc1cccc(OCC(=O)Nc2ccc3oc(-c4ccccc4F)nc3c2)c1	-9%	-18%	-18%[10.9 µM]	0.6%
COc1ccc(OCC(=O)Nc2cc(-c3cccc(Cl)c3)nn2-c2ccccc2)cc1	-15%	-13%	6%[10.9 µM]	-5.5%
CCc1nnc2sc(-c3ccc(NC(=O)CSc4ccc(Cl)cc4)cc3)nn12	9%	9%	-10%	-3.6%
O=C(c1cccc(F)c1)N1CCC2(CC1)CN(c1ccccn1)C2	-14%	13%	x	-2.9%[11.4 µM]
CCOc1ccc(Cn2nnc(C(=O)Nc3ccc(Cl)cc3)c2N)cc1	1%	9%	-7%[10.9 µM]	1.3%
Cn1c(=O)c(NC(=O)c2ccccc2)c2n(c1=S)CCCCC2	0%	0%	1%	0.5%
CSc1ccc(C(=O)c2[nH]c(=O)[nH]c2C)cc1	7%	17%	-5%	2.2%
Cc1ccc(C2C=C(c3ccccc3)Nc3nc(NS(C)(=O)=O)nn32)cc1 (centres undefined)	2%	18%	-10%[10.9 µM]	-8.7%
CCCc1nc(N)c(C#N)c(-c2cccnc2)c1CC	8%	5%	-12%	1.5%
COc1ccccc1NC(=O)CSc1nnc(-c2ccccc2C)o1	u	u	-30%[inhibitor][10.9 µM]	u

In a second layout: results already given
canonical_smiles | p53ts 32C kill | p53ts 39C tox | Imprint erasure | IkB sig inh
Cc1nc2ccccn2c1C(=O)NCCCN1CCOCC1 | -9% | 10% | -1% | 0.5%
COc1ccc(NC(=O)CN(C)S(=O)(=O)c2ccc3c(c2)OCCO3)c2ncccc12 | -8% | -17% | -23% | -0.9%
CCOc1ccc2nc(SCC(=O)c3cccs3)sc2c1 | -17% | -13% | -12% | u
Nc1cc(S(=O)(=O)C(F)(F)F)ccc1C(=O)O | 6% | 7% | -25% | -2.1%
Cc1cccc(OCC(=O)Nc2ccc3oc(-c4ccccc4F)nc3c2)c1 | -9% | -18% | -18%[10.9 µM] | 0.6%

More entries:
SMILES	p53ts 32C kill	p53ts 39C tox	Imprint erasure	IkB sig inh
COc1cc(OC)cc(C(=O)Nc2ccc(-c3nc4ccccc4s3)c(C)c2)c1	2%	-11%	-6%[10.9 µM]	-2.5%
O=C(Nc1ccc(S(=O)(=O)N2CCCCC2)cc1)c1ccncc1	1%	-15%	-12%	-0.1%
Cc1ccc(C(=O)NCC(=O)OCC(=O)Nc2ncc(C(F)(F)F)cc2Cl)cc1	-8%	-17%	x	x
C/C=C/CSc1nc2c(c(=O)[nH]c(=O)n2C)n1C(C)C	0%	1%	9%	-0.3%
COC(=O)C1=CO[C@@H](C)[C@H]2CN3CCc4c([nH]c5ccccc45)[C@@H]3C[C@H]12	7%&-10%[20.6 µM]	7%&9%[20.6 µM]	-18%&-5%[16.8 µM]	1.1%&3.8%[25.6 µM]
Cc1cc(NC(=O)COC(=O)c2cccc(S(=O)(=O)N3CCOCC3)c2)no1	7%	17%	-2%	-0.2%
CCc1ccccc1NC(=O)c1nnn(CC(=O)Nc2cccc(C)c2C)c1N	0%	-3%	-5%	1.1%
Cc1ccc(NC(=O)CSc2nnc(NC(=O)NC3CCCCC3)s2)cc1	-12%	u	17%[10.9 µM]	3.4%
CCc1cccc(NC(=O)CCn2c(=O)c3cccn3c3cccnc32)c1	-1%	-1%	-10%[10.9 µM]	-1.3%
O=C(CSc1nc2ncccc2[nH]1)Nc1cc(F)ccc1F	7%	15%	6%[10.9 µM]	-1.5%
Cc1ccc2cccc(S(=O)(=O)Nc3ccc4c(c3)OCO4)c2n1	64%[activator]	u	-25%	u
CC1(C)CC(=O)C2=C(C1)OC(=O)C2(NC(=O)c1cccs1)C(F)(F)F (centres undefined)	7%	-2%	-7%	-1.4%
CN(CC(=O)Nc1ccc(C#N)cc1)Cc1ccc(Cl)cc1	1%	-5%	-10%	u
Cc1cc(C)c2cc(CN(CCO)Cc3nnnn3Cc3ccc(F)cc3)c(=O)[nH]c2c1	-3%	-5%	-6%	0.5%
Cn1c(=O)c2c(nc(SCC(=O)NCc3ccco3)n2C)n(C)c1=O	-2%	4%	-7%	2.1%
O=C(O)c1cccc(NS(=O)(=O)c2ccc3nnn(O)c3c2)c1	-1%	-8%	10%	0.3%
CC(C)(C)c1ccc(-c2nc(C#N)c(NCc3ccncc3)o2)cc1	-5%	-8%	-17%	u
Cc1ccccc1NC(=O)c1ccccc1O	0%	1%	-33%[inhibitor]	u
CCCCc1ccc(NC(=O)N[C@H](C(=O)O)C(C)C)cc1	-9%	-11%	-13%	3.2%
CN(C)Cc1ccccc1-c1nc(N2CCOCC2)c2ccccc2n1	-13%	-20%	-7%	-4.2%[11.4 µM]
Cn1c(=O)n(CC(=O)NCc2cccnc2)c2ccccc21	5%	8%	7%	-1.8%
CCc1c(C)nc(SCc2nc(-c3ccccc3)no2)[nH]c1=O	0%	-11%	-16%[10.9 µM]	1.1%
COc1ccc(C(=O)NC(=O)N2CCCCC2)cc1	17%	4%	-9%	2.3%
Cc1ccc(Nc2sc(C(=O)c3ccccc3)c(N)c2S(=O)(=O)c2ccccc2)cc1Cl	8%	-23%	6%[10.9 µM]	-0.9%
C[C@H]1COC(=O)[C@H]2CCCN2C(=O)[C@@H](C)COC(=O)[C@H](Cc2ccccc2)NC1=O	5%[9.22 µM]	6%[9.22 µM]	x	x
Cc1ccc(NC(=O)C(=O)NCC(c2cccnc2)N2CCc3ccccc3C2)cc1 (centres undefined)	0%	-18%	-17%[10.9 µM]	u
COC(=O)Cn1c(C)nc(=O)c(-c2ccccc2)c1C	4%	-2%	1%	0.2%
Cc1cc(C)c(C(=O)Nc2ccc(S(=O)(=O)Nc3onc(C)c3C)cc2)c(C)c1	-3%	-3%	16%	0.7%
Cc1ccc(-c2cc(-c3ccccc3C)[nH]n2)c(O)c1	u	-11%	x	x
COc1ccc2nc(C)c3c(c2c1)OC(C)C3 (centres undefined)	10%	2%	-11%	-5.7%
Cc1cccc(NC(=O)CS(=O)(=O)c2cccc3nsnc23)c1	4%	-29%	13%[10.9 µM]	2.6%
Cc1nc2c(-c3ccccc3)c(C)nn2c(C)c1CCC(=O)NCc1ccccc1	6%	-12%	-4%[10.9 µM]	u
Cc1ccc(/C=C/c2onc(C)c2S(=O)(=O)N2CCC(C(=O)NCc3ccc(OC(C)C)cc3)CC2)cc1	4%	-13%	-5%[10.9 µM]	u
c1cc(NNc2cccc(-c3nn[nH]n3)c2)cc(-c2nn[nH]n2)c1	3%[9.22 µM]	10%[9.22 µM]	-3%[10.9 µM]	-0.2%[11.4 µM]
CCOc1ccc(C2C(C(=O)OC)=C(C)N=C3SCCC(=O)N32)cc1OCC (centres undefined)	-7%	-2%	-7%	-1.7%
Cn1nnnc1SCCCNCc1cccc(OCc2ccccc2Cl)c1	u	u	-22%[10.9 µM]	u
COc1ccc(C(=O)n2nc(-c3ccco3)nc2NCc2cccs2)cc1	-9%	-11%	8%[10.9 µM]	u
CCCOC(=O)Nc1ccc(S(=O)(=O)Nn2cnnc2)cc1	0%	9%	-7%	1.3%
COC(=O)c1c(NC(=O)/C(C#N)=C/c2ccccc2)sc2c1C(C(=O)OC)CC2 (centres undefined)	-8%	0%	3%[10.9 µM]	u
CN(C)c1ccc(NC(=O)N2CCOCC2)cc1	u	-27%	x	x
Cc1nc(-c2ccccc2)sc1CCNC(=O)C(=O)Nc1ccc(F)c(Cl)c1	-4%	u	9%[10.9 µM]	-3.5%
Cc1ccc(C)c(NC(=O)CCn2nc(C)c3c(C)n(-c4ccccc4)nc3c2=O)c1	6%	16%	8%[10.9 µM]	1.9%
O=C(O)c1cccc(COCC(F)(F)C(F)F)c1	-2%	-8%	-23%	-0.9%
N#CCCn1c(SCC(=O)N2CCN(S(=O)(=O)c3ccccc3)CC2)nc2ccccc21	5%	6%	0%	0.6%
Cc1nn(C)c2c1c(C(F)(F)F)cc(=O)n2C(C)C(=O)Nc1ccccc1F (centres undefined)	3%	-3%	3%[10.9 µM]	u
COC(=O)c1ccsc1NC(=O)CSc1nnnn1-c1ccccc1SC	-10%	17%	-14%	4.7%
Cc1ccc(NC(=O)CN2C(=O)CSC2=O)cc1	2%	-1%	x	x
Cc1ccccc1-c1nc(NCc2cccnc2)c2ccccc2n1	2%	-7%	-17%	1.0%[11.4 µM]
COc1ccccc1C(=O)Nc1cc2c(cc1N1CCCCC1)n(C)c(=O)n2C	8%	-20%	-10%[10.9 µM]	23%
O=C1c2ccccc2S(=O)(=O)N1CC1CC(c2ccccc2)=NO1 (centres undefined)	-22%	-8%	-16%	-1.6%
COc1ccc2oc(=O)c(C(=O)N3CCN(c4ccccc4)CC3)cc2c1	1%	0%	-18%	0.2%
CCOC(=O)c1cc(-c2ccccc2)n(CCC(=O)NC2CCCCC2)c1C	-2%	-10%	-16%[10.9 µM]	-2.0%
C=CCn1c(=O)/c(=C/c2cc(OC)c(OC)c(OC)c2)s/c1=C(/C#N)c1nc2ccccc2n1C	3%	-10%	-4%	-1.0%
Cc1ccccc1CCNC(=O)c1ccc2c(c1)nc1n2CCC(C)C1 (centres undefined)	13µM*	13µM*	-2%[10.9 µM]	-1.3%
COc1ccc(-n2c(SCC#N)nnc2-c2ccc(NS(=O)(=O)c3ccc(C)cc3)cc2)cc1	5%	-13%	-16%	2.8%
Cc1cc(NC(=O)c2cccnc2)cc(-c2nc3cc(Cl)ccc3o2)c1O	5%	52%[activator]	u	0.8%
O=C(NCc1ccc2c(c1)OCO2)C1CCN(Cc2cnn(-c3ccccc3)c2-n2cccc2)CC1	-10%	-12%	-18%	3.6%
COc1ccc(-c2nc3ccccc3n3c(-c4cccc(C)c4)c4c(=O)n(C)c(=O)n(C)c4c23)cc1OC	18%	5%	21%[10.9 µM]	u
O=C(CSc1nnnn1C1CCCC1)N1CCN(C(=O)c2ccco2)CC1	8%	18%	-6%	-0.3%
CC(=O)c1ccc(N2C(=O)N(CC(=O)c3ccc(C)cc3)c3ccccc3S2(=O)=O)cc1	5%	-3%	-13%[10.9 µM]	-1.8%
Continuation:
SMILES	p53ts 32C kill	p53ts 39C tox	Imprint erasure	IkB sig inh
COc1ccc(Cl)cc1C(=O)Nc1c2c(nn1-c1ccc(Cl)cc1)CS(=O)(=O)C2	1%	35%[activator]	-11%[10.9 µM]	-2.2%
COc1ccc(-n2ncc(C(=O)N3CCN(c4ccccn4)CC3)c2C2CCN(C(=O)OC(C)(C)C)CC2)cc1	-1%	13%	u	u
NC(=O)C1CCN(c2ncnc3c2cnn3-c2ccccc2)CC1	-9%	-1%	-7%[10.9 µM]	1.3%
Cc1cnc(CNc2ccnc(-c3ccc(N(C)C)cc3)n2)cn1	-13%	-3%	-22%	1.8%[11.4 µM]
COc1ccc2cc(CN(CCCN3CCOCC3)Cc3nnnn3C3CCCCC3)c(=O)[nH]c2c1	-11%	-11%	-11%	0.5%
O=C(NC(=S)N(Cc1ccccc1)c1ccccn1)C1CC1	-5%	11%	x	x
CCCCc1nc(S(=O)(=O)c2ccc(Cl)cc2)c(N2CCOCC2)o1	5%	25%	x	x
